Screening results (PubChem BioAssay)
IMP-1 inh = blocks Pseudomonas aeruginosa IMP-1 metallo-beta-lactamase | hit rate 0.45% among 290,000 | purified IMP-1, nitrocefin hydrolysis, epi-absorbance fluorescence | inhibition, % at 5.6 µM;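 active = inhibition above the mean plus 3 SD of all compounds in the same screening run, cut at about 4.5% in these data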;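 note: 0% = IMP-1 with DMSO and 100% = DMSO wells lacking enzyme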
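System: purified IMP-1; amount: IMP-1 0.2 nM before substrate addition; compound: single dose, 5.6 µM; times: 25 °C, 15 min preincubation, 25 min reaction; signal: Epi-absorbance via hydrolysed-nitrocefin quenching of white-plate fluorescence, 480/530 nm, EDTA stop; benchmarks: DMSO with and without IMP-1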
IDE cell activ = activators of human insulin-degrading enzyme in cells | P14735 | activation, % at 5.96 µM | hit rate 0.073% among 340,000 | HEK cells, FAbeta-B cleavage, fluorescence polarization; 0% vehicle, 100% cell-free pure enzyme wells | AID 493087;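 active = activation above the mean of all tested compounds plus 3 SD, set per screening campaign, cut at about 17% in these data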
Target sequence (P14735 whole entry, looked up): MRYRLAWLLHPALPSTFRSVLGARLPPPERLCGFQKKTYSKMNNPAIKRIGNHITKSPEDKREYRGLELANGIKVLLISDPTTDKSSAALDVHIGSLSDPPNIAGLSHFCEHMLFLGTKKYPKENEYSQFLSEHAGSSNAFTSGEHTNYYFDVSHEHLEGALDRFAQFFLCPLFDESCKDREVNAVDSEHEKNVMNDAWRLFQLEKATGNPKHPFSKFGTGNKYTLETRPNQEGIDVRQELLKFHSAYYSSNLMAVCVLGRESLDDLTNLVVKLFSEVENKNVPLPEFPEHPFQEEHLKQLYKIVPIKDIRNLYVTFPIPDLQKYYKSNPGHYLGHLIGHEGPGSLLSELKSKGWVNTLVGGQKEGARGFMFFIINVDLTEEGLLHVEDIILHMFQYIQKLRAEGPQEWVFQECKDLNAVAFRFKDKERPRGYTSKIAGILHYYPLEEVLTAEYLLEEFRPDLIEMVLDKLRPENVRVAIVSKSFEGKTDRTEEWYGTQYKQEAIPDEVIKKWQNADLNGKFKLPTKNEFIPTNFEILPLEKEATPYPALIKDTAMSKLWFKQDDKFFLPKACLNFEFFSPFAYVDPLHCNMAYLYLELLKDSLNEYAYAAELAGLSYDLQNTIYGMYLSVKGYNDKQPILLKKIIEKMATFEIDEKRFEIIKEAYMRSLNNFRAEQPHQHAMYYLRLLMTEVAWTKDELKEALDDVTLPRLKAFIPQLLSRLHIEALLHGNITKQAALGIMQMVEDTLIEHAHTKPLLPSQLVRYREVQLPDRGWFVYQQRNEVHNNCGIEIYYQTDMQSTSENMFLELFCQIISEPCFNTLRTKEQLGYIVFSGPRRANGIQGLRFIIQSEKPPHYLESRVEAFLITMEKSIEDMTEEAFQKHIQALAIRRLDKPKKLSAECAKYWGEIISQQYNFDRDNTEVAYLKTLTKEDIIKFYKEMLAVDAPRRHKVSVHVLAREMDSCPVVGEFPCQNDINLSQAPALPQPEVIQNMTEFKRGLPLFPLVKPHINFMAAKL
IDE cell inh = cellular human IDE inhibition | HEK cells, FAbetaB cleavage, fluorescence polarization | inhibition, % at 5.59 µM | hit rate 0.41% among 320,000;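 active = percent inhibition above the average of all tested compounds plus 3 SD, set per screening campaign, cut at about 16% in these data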;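 note: IDE supplied by intact live HEK cells; FP after avidin binding of uncleaved biotin substrate so inhibition keeps polarization high; 0% = DMSO wells and 100% = 60 µM reference IDE inhibitor Ii1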
M18AAP inhibitor = blocks P. falciparum M18 aspartyl aminopeptidase; recombinant PfM18AAP, H-Glu-NHMec fluorogenic cleavage; inhibition, % at 7.35 µM; AID 1822; hit rate 1.2% among 290,000;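 active = inhibition above the campaign mean inhibition over all tested compounds plus 3 SD, cut at about 28% in these data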;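 note: 0% = plate median of test compound wells and 100% = 2 mM ZnCl2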
GPR7 antag = human neuropeptides B/W receptor 1 antagonism; P48145; GPR7-expressing cells, fluorescence antagonist assay; inhibition, % at 4.4 µM; hit rate 1.1% among 290,000; in the data active = inhibition above about 16%, passing the limit was not always enough;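 note: cells stimulated with the agonist NPW; 0% = agonist with vehicle and 100% = vehicle without agonist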
PHOSPHO1 block = PHOSPHO1 (human) inhibition. inhibition, % at 13.3 µM. recombinant PHOSPHO1, absorbance phosphatase assay. Q8TCT1. hit rate 1.1% among 290,000; in the data active = inhibition above about 60%
VIM-2 inhibitor = blocks Pseudomonas aeruginosa VIM-2 metallo-beta-lactamase | purified VIM-2, nitrocefin hydrolysis, epi-absorbance fluorescence | inhibition, % at 5.6 µM | hit rate 0.89% among 290,000 | AID 1527;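 active = inhibition above the mean of all tested compounds plus 3 SD, cutoff set per screening run, cut at about 7.5% in these data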;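 note: red hydrolysis product quenches plate fluorescence so inhibitors raise well fluorescence; 0% = enzyme with DMSO and 100% = DMSO without enzyme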
pCIP destab = compounds decreasing mouse p/CIP protein stability | Q05BA5 | F442A p/CIP-EGFP cells, EGFP fluorescence, 16 h | decrease of EGFP signal, % at 10 µM | hit rate 0.01% among 290,000 | AID 1984;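 active = EGFP signal decrease of at least 30% at 10 µM or well 3 SD below plate mean, unless failing retest; inactive = the rest, including hits failing retest or dose response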; note: some compounds called inactive have numbers as strong as hits; many of its hits are not listed in these tables
NALP1 inh = NALP1 inhibition | hit rate 0.61% among 280,000 | AID 2071 | S. cerevisiae NALP1/ASC/caspase-1 growth, X-gal OD620, 72 h | inhibition, % at 10 µM; in the data active = inhibition mostly above about 24%, no sharp cut-off; inactive = mostly below about 32%; note: some compounds called inactive have numbers as strong as hits
An asterisk follows results filed as active.

Screening COc1ccccc1-n1c2c(cc(C(=O)N3CCC(C)CC3)c1=O)C(=O)CC(C)(C)C2 returned IMP-1 inh -2.2, IDE cell activ 5, IDE cell inh 1, M18AAP inhibitor 6, GPR7 antag 0, PHOSPHO1 block -1, VIM-2 inhibitor -4.4, pCIP destab -14 and NALP1 inh -6.
For COc1ccc(C(=O)Nc2nnc(S(=O)(=O)Cc3ccc(F)cc3)s2)cc1 the results were IMP-1 inh -3.3, IDE cell activ 2, IDE cell inh 3, M18AAP inhibitor 4, GPR7 antag 0, PHOSPHO1 block 6, VIM-2 inhibitor -1.6, pCIP destab -4 and NALP1 inh 12.
`CCC(C)[C@H](NC(=O)N1CC(=O)Nc2ccccc21)C(=O)N[C@H](C(=O)O)c1ccccc1` (stereo partly drawn) gave IMP-1 inh -1.9, IDE cell activ 4, IDE cell inh 1, M18AAP inhibitor -3, GPR7 antag 1, PHOSPHO1 block 24, VIM-2 inhibitor -1.7, pCIP destab 0 and NALP1 inh 14.
CCn1c(=O)c(C(C)=O)c(O)c2ccccc21 was read as IMP-1 inh -3.2, IDE cell activ 4, IDE cell inh 4, M18AAP inhibitor -4, GPR7 antag -19, PHOSPHO1 block 28, VIM-2 inhibitor -1.6, pCIP destab -1 and NALP1 inh -6.
Screening Cc1ccc(S(=O)(=O)c2nnn3c2nc(Nc2cccc(C)c2)c2ccccc23)cc1 returned IMP-1 inh -0.6, IDE cell activ 1, IDE cell inh -2, M18AAP inhibitor -9, GPR7 antag -7, PHOSPHO1 block -2, VIM-2 inhibitor -0.2, pCIP destab 2 and NALP1 inh 28.
Cc1ccc(S(=O)(=O)NCc2ccncc2)cc1C(=O)NCC(C)C was read as IMP-1 inh 0.1, IDE cell activ 2, IDE cell inh -2, M18AAP inhibitor -13, GPR7 antag -7, PHOSPHO1 block -9, VIM-2 inhibitor -0.4, pCIP destab -12 and NALP1 inh 20.
Screening Cc1ccc(-n2nc3ccc(N)cc3n2)cc1C returned IMP-1 inh -4.9, IDE cell activ 4, IDE cell inh 5, M18AAP inhibitor 10, GPR7 antag -5, PHOSPHO1 block 25, VIM-2 inhibitor -1.5, pCIP destab -2 and NALP1 inh 4.
Screening CNC(=S)NCCN1CCOCC1 returned IMP-1 inh -4.3, IDE cell activ 4, IDE cell inh 4, M18AAP inhibitor 1, GPR7 antag -5, PHOSPHO1 block -2, VIM-2 inhibitor 0.2, pCIP destab -19 and NALP1 inh 28.
For COc1ccc(N(CC(=O)Nc2cccnc2)S(C)(=O)=O)cc1 the results were IMP-1 inh -1.1, IDE cell activ 1, IDE cell inh 0, M18AAP inhibitor -5, GPR7 antag 9, PHOSPHO1 block 21, VIM-2 inhibitor 0.0, pCIP destab 3 and NALP1 inh 9.
`NC(=O)C1CCN(C(=O)C2CC(=O)N(c3ccc(F)cc3)C2)CC1` (stereo not drawn) gave IMP-1 inh 0.0, IDE cell activ 1, IDE cell inh -4, M18AAP inhibitor -1, GPR7 antag -18, PHOSPHO1 block 47, VIM-2 inhibitor -0.2, pCIP destab -3 and NALP1 inh -1.
`CN(CC(=O)Nc1ccccc1Cl)C(=O)COC(=O)CNC(=O)c1ccc(Br)o1` gave IMP-1 inh -5.7, IDE cell activ -2, IDE cell inh -7, M18AAP inhibitor 0, GPR7 antag -9 and VIM-2 inhibitor -2.9.
For O=c1ccc(-c2ccccc2)nn1Cc1ccc(F)cc1 the results were IMP-1 inh -1.8, IDE cell activ 0, IDE cell inh 0, M18AAP inhibitor -3, GPR7 antag 3, PHOSPHO1 block 6, VIM-2 inhibitor -2.9, pCIP destab -9 and NALP1 inh 15.
For CCN1CCN(C(=S)NCCOC)CC1 the results were IMP-1 inh -0.6, IDE cell activ 1, IDE cell inh 2, M18AAP inhibitor 2, GPR7 antag -8, PHOSPHO1 block 23, VIM-2 inhibitor -1.9, pCIP destab -10 and NALP1 inh 11.
Screening COc1ccc2cc(C(C)C(=O)N3CCC(C(N)=O)CC3)ccc2c1 (stereo not drawn) returned IMP-1 inh -1.7, IDE cell activ 1, IDE cell inh -6, M18AAP inhibitor -10, GPR7 antag 5, PHOSPHO1 block 35, VIM-2 inhibitor 1.4, pCIP destab -11 and NALP1 inh 20.
Screening CN(C)c1ccc(SC#N)cc1 returned IMP-1 inh -2.1, IDE cell activ 3, IDE cell inh 2, M18AAP inhibitor 11, GPR7 antag -12, PHOSPHO1 block -28, VIM-2 inhibitor -0.6, pCIP destab 2 and NALP1 inh -3.
`O=C1Nc2cc(C(=O)N3CCN(c4ccc(F)cc4)CC3)ccc2NC1CSCc1cccc(F)c1` (stereo not drawn) gave IMP-1 inh -1.0, IDE cell activ -3, IDE cell inh 3, M18AAP inhibitor 22, GPR7 antag 14, PHOSPHO1 block -4, VIM-2 inhibitor 0.5, pCIP destab -35 and NALP1 inh 12.
For O=C(NCC(c1ccc(F)cc1)N1CCOCC1)c1c(F)cccc1F (stereo not drawn) the results were IMP-1 inh -2.1, IDE cell activ 5, IDE cell inh 0, M18AAP inhibitor -3, GPR7 antag -15, PHOSPHO1 block 34, VIM-2 inhibitor -2.3 and pCIP destab -4.
Cc1ccc(S(=O)(=O)/N=C/c2ccco2)cc1 was read as IMP-1 inh -2.6, IDE cell activ -1, IDE cell inh -3, M18AAP inhibitor -3, GPR7 antag -8, PHOSPHO1 block -1, VIM-2 inhibitor -1.4, pCIP destab -8 and NALP1 inh 3.
Screening Cc1cc(C)n(-c2nc(NCc3cccnc3)c3c4c(sc3n2)COC(C)(C)C4)n1 returned IMP-1 inh -1.8, IDE cell activ 3, IDE cell inh -1, M18AAP inhibitor 1, GPR7 antag 3, PHOSPHO1 block 26, VIM-2 inhibitor 48*, pCIP destab -18 and NALP1 inh -1.
For COc1ccc(NC(=O)CSc2nc(NS(=O)(=O)c3ccccc3)cc(=O)[nH]2)cc1 the results were IMP-1 inh -1.6, IDE cell activ 9, IDE cell inh -3, M18AAP inhibitor -4, GPR7 antag 0, PHOSPHO1 block 47, VIM-2 inhibitor -4.1, pCIP destab -10 and NALP1 inh 6.

Gathered by group, those above with two or more sulfur atoms.
For COc1ccc(C(=O)Nc2nnc(S(=O)(=O)Cc3ccc(F)cc3)s2)cc1 the results were IMP-1 inh -3.3, IDE cell activ 2, IDE cell inh 3, M18AAP inhibitor 4, GPR7 antag 0, PHOSPHO1 block 6, VIM-2 inhibitor -1.6, pCIP destab -4 and NALP1 inh 12.
For COc1ccc(NC(=O)CSc2nc(NS(=O)(=O)c3ccccc3)cc(=O)[nH]2)cc1 the results were IMP-1 inh -1.6, IDE cell activ 9, IDE cell inh -3, M18AAP inhibitor -4, GPR7 antag 0, PHOSPHO1 block 47, VIM-2 inhibitor -4.1, pCIP destab -10 and NALP1 inh 6.

(further entries)
For CCC1CCc2c(sc(NC(=O)c3ccoc3C)c2C(N)=O)C1 (stereo not drawn) the results were IMP-1 inh 0.9, IDE cell activ 8, IDE cell inh -4, M18AAP inhibitor 17, GPR7 antag 4, PHOSPHO1 block 12, VIM-2 inhibitor -2.7, pCIP destab -4 and NALP1 inh 16.
O=C(NCCCl)NNc1c(Cl)cc(Cl)cc1Cl was read as IMP-1 inh -2.9, IDE cell activ -3, IDE cell inh 4, M18AAP inhibitor 2, GPR7 antag -8, PHOSPHO1 block -1, VIM-2 inhibitor -0.9, pCIP destab -1 and NALP1 inh 31*.
Screening CCOc1ccc(S(=O)(=O)Nc2cc(SCC(=O)O)c(O)c3ccccc23)cc1 returned IMP-1 inh 3.8, IDE cell activ 1, M18AAP inhibitor 18, GPR7 antag 2, PHOSPHO1 block -89, VIM-2 inhibitor 10*, pCIP destab 2 and NALP1 inh 13.
For Cc1ccc(S(=O)(=O)Nc2ccc(C(=O)NCc3cccnc3)cc2)cc1 the results were IMP-1 inh -4.2, IDE cell activ 1, M18AAP inhibitor 2, GPR7 antag -6, PHOSPHO1 block 47, VIM-2 inhibitor -2.2, pCIP destab -11 and NALP1 inh 6.
Screening CC(=O)Nc1ccc(NC(=O)c2ccccc2N(C)S(=O)(=O)c2ccc(C)cc2)cc1 returned IMP-1 inh -4.4, IDE cell activ 7, IDE cell inh 7, M18AAP inhibitor 2, GPR7 antag -16, PHOSPHO1 block -6, VIM-2 inhibitor -1.3, pCIP destab 16 and NALP1 inh -3.
Screening Nc1c(N2CCN(c3ccccc3)CC2)c2ccccc2oc1=O returned IMP-1 inh -1.6, IDE cell activ 8, IDE cell inh 3, M18AAP inhibitor 22, GPR7 antag 2, PHOSPHO1 block -2, VIM-2 inhibitor -1.5, pCIP destab -16 and NALP1 inh 17.
For COc1ccc(C(CNC(=O)c2cc(F)c(F)c(F)c2F)N2CCOCC2)cc1 (stereo not drawn) the results were IMP-1 inh -4.0, IDE cell activ 1, IDE cell inh -3, M18AAP inhibitor -2, GPR7 antag -6, PHOSPHO1 block 40, VIM-2 inhibitor -2.4, pCIP destab -12 and NALP1 inh 8.
Screening CC(=O)c1sc(NC(=O)CCNC(=O)c2ccco2)nc1-c1ccccc1 returned IMP-1 inh -2.3, IDE cell activ 7, IDE cell inh -3, M18AAP inhibitor 7, GPR7 antag -15, PHOSPHO1 block 17, VIM-2 inhibitor -2.6, pCIP destab -12 and NALP1 inh 0.
Screening C=CCn1c(N)c(-c2nc3ccccc3n2C)sc1=S returned IMP-1 inh -3.9, IDE cell activ 6, IDE cell inh 0, M18AAP inhibitor -11, GPR7 antag 1, PHOSPHO1 block 1, VIM-2 inhibitor 2.8, pCIP destab 1 and NALP1 inh 4.
Cc1ccc(OCC(=O)Nc2cccc(C)n2)c(C)c1 was read as IMP-1 inh -3.7, IDE cell activ 5, IDE cell inh 2, M18AAP inhibitor 5, GPR7 antag -9, PHOSPHO1 block -14, VIM-2 inhibitor -3.2, pCIP destab -18 and NALP1 inh 11.
For Cc1ccc(NC(=O)c2sc3nc(CCl)[nH]c(=O)c3c2C)c(C)c1 the results were IMP-1 inh -4.4, IDE cell activ 1, M18AAP inhibitor -10, GPR7 antag -5, PHOSPHO1 block 37, VIM-2 inhibitor -2.5, pCIP destab 0 and NALP1 inh 10.
Screening Cc1cc(OCC(=O)NCCCN(C)C)cc(C)c1Br returned IMP-1 inh -3.0, IDE cell activ 6, IDE cell inh 2, M18AAP inhibitor 1, GPR7 antag -3, PHOSPHO1 block -4, VIM-2 inhibitor -3.2, pCIP destab -4 and NALP1 inh 24.
S=c1[nH]nc(Cc2ccc(Cl)cc2)n1-c1ccc2c(c1)OCCO2 was read as IMP-1 inh -1.4, IDE cell activ 0, IDE cell inh -2, M18AAP inhibitor 3, GPR7 antag 2, PHOSPHO1 block -18, VIM-2 inhibitor 3.4, pCIP destab -5 and NALP1 inh -2.
`O=C(Nc1ccc([N+](=O)[O-])cn1)c1ccc(Br)o1` gave IMP-1 inh -2.3, IDE cell activ 1, IDE cell inh 1, M18AAP inhibitor 3, GPR7 antag -2, PHOSPHO1 block 2, VIM-2 inhibitor -3.1, pCIP destab 4 and NALP1 inh 39.
For O=[N+]([O-])c1ccc(O)c(/C=N/NC(=S)Nc2ccc(Cl)cc2Cl)c1 the results were IMP-1 inh 0.4, IDE cell activ -2, IDE cell inh 0, M18AAP inhibitor 2, GPR7 antag -11, PHOSPHO1 block 32, VIM-2 inhibitor 0.7 and pCIP destab -9.
`O=C(O)c1cccnc1Sc1ccc(Br)cc1` gave IMP-1 inh -2.1, IDE cell activ -1, IDE cell inh 4, M18AAP inhibitor 8, GPR7 antag -3, PHOSPHO1 block 23, VIM-2 inhibitor -4.1, pCIP destab -9 and NALP1 inh 11.

Rows were taken by chance; 5.3% or so of the library scored in one or more.
